MrgX1 allo act: human MrgX1 positive allosteric modulation, primary screen; MrgX1-HEK293, Fluo-4 calcium flux, FDSS; hits give high values; Q96LB2; hit rate 0.63% among 310,000; AID 588675; B-score at 10 µM;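 active = plate-corrected calcium response at least 3 library SD above typical, normal starting fluorescence, not activating the receptor alone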;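 also: compound read alongside a low EC10 to EC30 dose of BAM8-22 agonist; peak minus trough fluorescence over baseline measured at the second addition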
KCNQ1 block: inhibitors of human KCNQ1 potassium channel. B-score at 10 µM. CHO-K1 KCNQ1, FluxOR thallium flux fluorescence; hits give high values. AID 2642. hit rate 1.3% among 310,000;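 active = compounds whose thallium flux B-score, printed positive for inhibition, exceeds three library SD while starting fluorescence stays within three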;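 also: channel opened by potassium depolarization with thallium stimulus after 20 min compound exposure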
Target sequence (P51787 whole entry, looked up): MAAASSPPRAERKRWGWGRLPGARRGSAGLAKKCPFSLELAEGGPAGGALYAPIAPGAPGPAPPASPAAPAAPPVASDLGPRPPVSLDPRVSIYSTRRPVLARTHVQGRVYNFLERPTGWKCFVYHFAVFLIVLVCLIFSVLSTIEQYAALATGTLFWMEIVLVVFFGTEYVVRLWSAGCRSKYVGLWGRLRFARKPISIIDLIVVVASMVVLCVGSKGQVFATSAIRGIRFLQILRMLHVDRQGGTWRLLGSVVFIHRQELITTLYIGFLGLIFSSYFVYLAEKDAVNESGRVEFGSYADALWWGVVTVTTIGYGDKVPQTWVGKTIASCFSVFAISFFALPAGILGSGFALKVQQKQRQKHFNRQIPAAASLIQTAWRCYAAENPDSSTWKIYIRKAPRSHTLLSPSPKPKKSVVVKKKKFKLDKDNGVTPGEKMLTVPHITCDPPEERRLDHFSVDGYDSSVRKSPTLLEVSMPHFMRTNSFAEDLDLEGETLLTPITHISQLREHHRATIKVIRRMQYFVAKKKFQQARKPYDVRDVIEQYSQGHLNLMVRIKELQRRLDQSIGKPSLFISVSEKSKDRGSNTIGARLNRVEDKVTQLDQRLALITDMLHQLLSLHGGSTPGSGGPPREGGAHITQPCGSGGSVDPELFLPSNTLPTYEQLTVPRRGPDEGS
MrgX1 ag: agonists of human MrgX1 receptor | Q96LB2 | MrgX1-HEK293 cells, Fluo-4 calcium fluorescence, agonist mode; hits give high values | B-score at 10 µM | hit rate 0.44% among 310,000 | AID 588627;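 active = calcium response B-score plate-corrected fluorescence ratio at least 3 library SD, with starting fluorescence B-score inside 5 SD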
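Material: MrgX1-expressing HEK293 cells / Dosing: compound as first of three additions / Incubation: overnight seeding, then 1 h dark dye loading / Signal: Fluo-4 NW calcium fluorescence / Evaluation: B-scored fluorescence response ratio / Benchmarks: positive and negative control wells on each plate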
KCNQ1 act: potentiators or activators of human KCNQ1 potassium channel. P51787. hit rate 0.35% among 310,000. CHO-K1 KCNQ1, thallium flux FluxOR fluorescence; hits give high values. AID 2648. B-score at 10 µM;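 active = fluorescence ratio B-score, a plate-corrected score, at least three library SD, with initial intensity B-score within 5 SD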
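System: Stable KCNQ1 CHO-K1 line | Incubation: 90 min dye loading and 20 min compound exposure, both at room temperature | Measure: Ratio B score | Medium: Assay buffer for compound exposure, DMSO matched across wells | Compound dosing: Single-concentration screen | Probe or stimulus: K+/Tl+ depolarizing stimulus | Measured by: Kinetic FluxOR fluorescence, 10 s baseline plus 110 s post-stimulus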
RGS4 block: human RGS4 inhibition; P49798; HEK293 M3R/RGS4 inducible, Fluo-4 calcium flux; hits give high values; triggered by carbachol at its EC20; B-score at 10 µM; hit rate 0.45% among 310,000;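 active = B-score, a plate-corrected calcium signal, over three deviations above library mean, with baseline fluorescence within five deviations of library mean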;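 also: RGS4 expression induced by doxycycline in cells with stable M3 receptor; B-score is computed from the integrated fluorescence ratio over baseline after carbachol; higher B-score means a larger calcium signal and so more RGS4 inhibition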
Target sequence (P49798 whole entry, looked up): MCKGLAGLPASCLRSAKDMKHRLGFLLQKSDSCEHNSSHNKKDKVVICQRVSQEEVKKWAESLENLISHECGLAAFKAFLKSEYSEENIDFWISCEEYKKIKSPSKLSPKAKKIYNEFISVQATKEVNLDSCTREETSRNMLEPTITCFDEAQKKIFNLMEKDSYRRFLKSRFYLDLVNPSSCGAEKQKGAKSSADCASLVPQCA
TMEM16A inh: inhibitors of mouse TMEM16A calcium-activated chloride channel; Q8BHY3; HEK293 TMEM16A/YFP iodide influx fluorescence, ionomycin; normalized B-score (activity score, 25-100; higher = stronger inhibition) at 10 µM; hit rate 1.2% among 310,000; AID 588511;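 active = ratio plate-corrected score three or more library SD toward inhibition, starting fluorescence score within five deviations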;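 also: score derived from kinetic fluorescence span divided by baseline fluorescence per well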
hERG rescue: hERG (human) protection from proarrhythmic block. activation (rescue from dofetilide block), less the hit threshold, % at 10 µM. Q12809. CHO-hERG, FluxOR thallium flux, dofetilide IC70 present. hit rate 0.51% among 310,000;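 active = activation above the mean of controls blocked by dofetilide plus 5 SD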;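 also: thallium influx through hERG after potassium depolarization seen as dye fluorescence rise; in these data hits start at about 4.7%; inactives centre near -7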
TMEM16A act: activates or potentiates the mouse TMEM16A chloride channel; HEK293 TMEM16A/YFP-H148Q/I152L, iodide quench fluorescence; hits give low values; B-score at 10 µM; hit rate 0.3% among 340,000;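 active = fluorescence-ratio B-score plate-corrected deviation score at least 3 library SD below zero, with starting fluorescence score within 5 deviations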;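 also: channel opened by trigger with iodide after compound preincubation; score built on the fluorescence ratio of max minus min over baseline; more negative score means more quench and so TMEM16A activation or potentiation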
KCNK9 block: inhibitors of human KCNK9 two-pore domain potassium channel; HEK293 KCNK9, FluxOR thallium flux fluorescence; hits give low values; Q9NPC2; AID 488922; hit rate 1.2% among 310,000; B-score at 10 µM;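 active = ratio B-score over 3 SD below the library mean, with starting fluorescence within 5 SD of its mean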;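 also: negative B-score means less thallium flux so channel inhibition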
RGS4 pot: potentiators or activators of RGS4. B-score at 10 µM. HEK293 M3R/inducible RGS4, carbachol calcium flux Fluo4; hits give low values. hit rate 0.92% among 310,000. AID 463111;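 active = B-score of the integrated calcium signal more than 4 SD below the library mean, with starting fluorescence not abnormally high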;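 also: negative B-score means reduced calcium response which marks RGS4 activation or potentiation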
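Detection: kinetic calcium fluorescence imaging with Fluo4-AM dye, 2 µM / Material: HEK293 cells with stable M3R and inducible RGS4 / Schedule: recording 10 s baseline at 1 Hz, 100 s post-agonist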
KCNK3 inh: human KCNK3 channel inhibition, primary screen | CHO-KCNK3 thallium flux, FluxOR fluorescence; hits give low values | B-score at 10 µM | hit rate 0.84% among 340,000 | AID 602410;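 active = B-score under library mean minus 4 SD, starting fluorescence ratio at most library mean plus 5 SD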;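 also: more negative B-score means stronger inhibition of thallium flux through KCNK3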
* marks the source's active call; other numbers are inactive results.

How did COc1ccccc1N(CC(=O)N1CCc2ccccc2C1)S(C)(=O)=O do in these assays?
MrgX1 allo act: inactive; KCNQ1 block: inactive; MrgX1 ag: inactive; KCNQ1 act: inactive; RGS4 block: inactive; TMEM16A inh: inactive; hERG rescue: -8; TMEM16A act: inactive; KCNK9 block: inactive; RGS4 pot: inactive; KCNK3 inh: inactive

What do the screens show for `O=C(Nc1ccc(F)cc1)OCCOc1ccc(Br)cc1`?
MrgX1 allo act: inactive; KCNQ1 block: inactive; MrgX1 ag: inactive; KCNQ1 act: inactive; RGS4 block: inactive; TMEM16A inh: inactive; hERG rescue: -8; TMEM16A act: inactive; KCNK9 block: inactive; RGS4 pot: inactive; KCNK3 inh: inactive

How did COc1ccc(N(C(=O)COc2ccccc2)C2C=CS(=O)(=O)C2)cc1 (centres undefined) do in these assays?
MrgX1 allo act: inactive; KCNQ1 block: inactive; MrgX1 ag: inactive; KCNQ1 act: inactive; RGS4 block: inactive; TMEM16A inh: inactive; hERG rescue: -7; TMEM16A act: inactive; KCNK9 block: inactive; RGS4 pot: inactive; KCNK3 inh: inactive

How did CCc1ccc(S(=O)(=O)Nc2ccc(-c3ccc4nncn4n3)cc2)s1 do in these assays?
MrgX1 allo act: inactive; KCNQ1 block: inactive; MrgX1 ag: inactive; KCNQ1 act: inactive; RGS4 block: inactive; TMEM16A inh: inactive; hERG rescue: -12; TMEM16A act: inactive; KCNK9 block: inactive; RGS4 pot: inactive; KCNK3 inh: inactive

Results for COC(=O)c1sc2cc(C(F)(F)F)cnc2c1-c1ccccn1 ?
MrgX1 allo act: inactive; KCNQ1 block: inactive; MrgX1 ag: inactive; KCNQ1 act: inactive; RGS4 block: inactive; TMEM16A inh: inactive; hERG rescue: -6; TMEM16A act: inactive; KCNK9 block: inactive; RGS4 pot: inactive; KCNK3 inh: inactive

What do the screens show for `CCOc1cc(/C=N/NC(=O)OC)ccc1OCCSc1ccc(Cl)cc1`?
MrgX1 allo act: inactive; KCNQ1 block: inactive; MrgX1 ag: inactive; KCNQ1 act: inactive; RGS4 block: inactive; TMEM16A inh: inactive; hERG rescue: 0; TMEM16A act: inactive; KCNK9 block: inactive; RGS4 pot: inactive; KCNK3 inh: inactive

What do the screens show for `O=C(c1ccc(F)c(F)c1)N1CCCc2ccccc21`?
MrgX1 allo act: inactive; KCNQ1 block: inactive; MrgX1 ag: inactive; KCNQ1 act: inactive; RGS4 block: inactive; TMEM16A inh: inactive; hERG rescue: -14; TMEM16A act: inactive; KCNK9 block: inactive; RGS4 pot: inactive; KCNK3 inh: inactive

What do the screens show for `COc1cc2ccccc2cc1C(=O)OCC(=O)N1CCOCC1`?
MrgX1 allo act: inactive; KCNQ1 block: inactive; MrgX1 ag: inactive; KCNQ1 act: inactive; RGS4 block: inactive; TMEM16A inh: inactive; hERG rescue: -4; TMEM16A act: inactive; KCNK9 block: inactive; RGS4 pot: inactive; KCNK3 inh: inactive

How did CC(OC(=O)c1ccc2ncsc2c1)C(=O)NC1CCCCC1C (centres undefined) do in these assays?
MrgX1 allo act: inactive; KCNQ1 block: inactive; MrgX1 ag: inactive; KCNQ1 act: inactive; RGS4 block: inactive; TMEM16A inh: inactive; hERG rescue: -14; TMEM16A act: inactive; KCNK9 block: inactive; RGS4 pot: inactive; KCNK3 inh: inactive

How did Cc1ccc(CNC(=S)Nc2ccc(C)c([N+](=O)[O-])c2)cc1 do in these assays?
MrgX1 allo act: inactive; KCNQ1 block: inactive; MrgX1 ag: inactive; KCNQ1 act: inactive; RGS4 block: inactive; TMEM16A inh: inactive; hERG rescue: -5; TMEM16A act: inactive; KCNK9 block: inactive; RGS4 pot: inactive; KCNK3 inh: inactive

Results for CC(C)(Oc1ccc(Cl)cc1)C(=O)Nc1ccc(S(=O)(=O)Nc2ncccn2)cc1 ?
MrgX1 allo act: inactive; KCNQ1 block: inactive; MrgX1 ag: inactive; KCNQ1 act: inactive; RGS4 block: inactive; TMEM16A inh: inactive; hERG rescue: 0; TMEM16A act: inactive; KCNK9 block: inactive; RGS4 pot: inactive; KCNK3 inh: inactive

What do the screens show for `O=C(Nc1ccc(OC(F)F)c(Cl)c1)c1cccc(OC(F)F)c1`?
MrgX1 allo act: inactive; KCNQ1 block: 12*; MrgX1 ag: inactive; KCNQ1 act: inactive; RGS4 block: inactive; TMEM16A inh: inactive; hERG rescue: -29; TMEM16A act: inactive; KCNK9 block: -12*; RGS4 pot: inactive; KCNK3 inh: -11*

What do the screens show for `CC(C)(C)C1CCC(C(=O)NNC(=O)c2ccncc2)CC1` (centres undefined)?
MrgX1 allo act: inactive; KCNQ1 block: inactive; MrgX1 ag: inactive; KCNQ1 act: inactive; RGS4 block: inactive; TMEM16A inh: inactive; hERG rescue: -10; TMEM16A act: inactive; KCNK9 block: inactive; RGS4 pot: inactive; KCNK3 inh: inactive

How did CC(C)CCNC(=O)c1cc(-c2ccco2)nc2ccccc12 do in these assays?
MrgX1 allo act: inactive; KCNQ1 block: inactive; MrgX1 ag: inactive; KCNQ1 act: inactive; RGS4 block: inactive; TMEM16A inh: inactive; hERG rescue: -15; TMEM16A act: inactive; KCNK9 block: inactive; RGS4 pot: inactive; KCNK3 inh: inactive

Results for CCc1nnc(NC(=O)C2CC(=O)N(C3CCCC3)C2)s1 (centres undefined) ?
MrgX1 allo act: inactive; KCNQ1 block: inactive; MrgX1 ag: inactive; KCNQ1 act: inactive; RGS4 block: inactive; TMEM16A inh: inactive; hERG rescue: -5; TMEM16A act: inactive; KCNK9 block: inactive; RGS4 pot: inactive; KCNK3 inh: inactive

How did Cc1cccc(N2C(=O)C(O)=C(C(=O)c3cccs3)C2c2ccccc2)n1 (centres undefined) do in these assays?
MrgX1 allo act: inactive; KCNQ1 block: inactive; MrgX1 ag: inactive; KCNQ1 act: inactive; RGS4 block: inactive; TMEM16A inh: inactive; hERG rescue: -5; TMEM16A act: inactive; KCNK9 block: inactive; RGS4 pot: inactive; KCNK3 inh: inactive

Results for CC1(C)Cc2c(sc3nc(SCC(=O)NCc4ccco4)n(-c4ccccc4)c(=O)c23)CS1 ?
MrgX1 allo act: inactive; KCNQ1 block: inactive; MrgX1 ag: inactive; KCNQ1 act: inactive; RGS4 block: inactive; TMEM16A inh: inactive; hERG rescue: -5; TMEM16A act: inactive; KCNK9 block: inactive; RGS4 pot: inactive; KCNK3 inh: inactive

Results for Cc1cccc(C)c1NC(=O)c1sccc1SCC#N ?
MrgX1 allo act: inactive; KCNQ1 block: inactive; MrgX1 ag: inactive; KCNQ1 act: inactive; RGS4 block: inactive; TMEM16A inh: inactive; hERG rescue: -5; TMEM16A act: inactive; KCNK9 block: inactive; RGS4 pot: inactive; KCNK3 inh: inactive

How did CC(C(=O)NC1=NCCS1)(C(F)(F)F)C(F)(F)F do in these assays?
MrgX1 allo act: inactive; KCNQ1 block: inactive; MrgX1 ag: inactive; KCNQ1 act: inactive; RGS4 block: inactive; TMEM16A inh: inactive; hERG rescue: -11; TMEM16A act: inactive; KCNK9 block: inactive; RGS4 pot: inactive; KCNK3 inh: inactive

How did COc1ccc(C)cc1-n1c(=O)c2ccccc2c2ccccc2c1=O do in these assays?
KCNQ1 block: inactive; KCNQ1 act: inactive; RGS4 block: inactive; hERG rescue: -13; TMEM16A act: inactive; KCNK9 block: -8*; RGS4 pot: inactive; KCNK3 inh: inactive

How did N#Cc1nc(-c2ccccc2)oc1N1CCCCC1 do in these assays?
MrgX1 allo act: inactive; KCNQ1 block: inactive; MrgX1 ag: inactive; KCNQ1 act: inactive; RGS4 block: inactive; TMEM16A inh: inactive; hERG rescue: -6; TMEM16A act: inactive; KCNK9 block: inactive; RGS4 pot: inactive; KCNK3 inh: inactive

How did CC(=O)c1cccc(NC(=O)N2CCC(c3nnc(SCC(N)=O)n3C)CC2)c1 do in these assays?
MrgX1 allo act: inactive; KCNQ1 block: inactive; MrgX1 ag: inactive; KCNQ1 act: inactive; RGS4 block: inactive; TMEM16A inh: inactive; hERG rescue: -1; TMEM16A act: inactive; KCNK9 block: inactive; RGS4 pot: inactive; KCNK3 inh: inactive

What do the screens show for `CC(C)NC(=O)COC(=O)c1ccc(Cl)c(S(=O)(=O)N2CCCC2)c1`?
MrgX1 allo act: inactive; KCNQ1 block: inactive; MrgX1 ag: inactive; KCNQ1 act: inactive; RGS4 block: inactive; TMEM16A inh: inactive; hERG rescue: -5; TMEM16A act: inactive; KCNK9 block: inactive; RGS4 pot: inactive; KCNK3 inh: inactive

Results for Cc1c(C(=O)Nc2ccccn2)oc2ccccc12 ?
MrgX1 allo act: inactive; KCNQ1 block: inactive; MrgX1 ag: inactive; KCNQ1 act: inactive; RGS4 block: inactive; TMEM16A inh: inactive; hERG rescue: -9; TMEM16A act: inactive; KCNK9 block: inactive; RGS4 pot: inactive; KCNK3 inh: inactive

What do the screens show for `COc1ccccc1CNS(=O)(=O)c1cc(C)ccc1OC`?
MrgX1 allo act: inactive; KCNQ1 block: inactive; MrgX1 ag: inactive; KCNQ1 act: inactive; RGS4 block: inactive; TMEM16A inh: inactive; hERG rescue: -7; TMEM16A act: inactive; KCNK9 block: inactive; RGS4 pot: inactive; KCNK3 inh: inactive

How did Cc1ncc(CO)c(/C=N/Nc2cccc(Cl)n2)c1O do in these assays?
MrgX1 allo act: inactive; KCNQ1 block: inactive; MrgX1 ag: inactive; KCNQ1 act: inactive; RGS4 block: inactive; TMEM16A inh: inactive; hERG rescue: -3; TMEM16A act: inactive; KCNK9 block: inactive; RGS4 pot: inactive; KCNK3 inh: inactive

Results for CCOc1ccccc1N=CC1=C(O)CC(c2ccccc2)CC1=O (centres undefined) ?
MrgX1 allo act: inactive; KCNQ1 block: inactive; MrgX1 ag: inactive; KCNQ1 act: inactive; RGS4 block: inactive; TMEM16A inh: inactive; hERG rescue: -16; TMEM16A act: inactive; KCNK9 block: inactive; RGS4 pot: inactive; KCNK3 inh: inactive
